Screening data from PubChem.
Anthrax LF inh2: anthrax lethal factor protease inhibition; inhibition, % at 10 µM; AID 588501; hit rate 0.12% among 360,000; P15917; multiplex microsphere protease cleavage assay, LF; note: plate controls were buffer without enzyme for full effect and enzyme alone for no effect
Target sequence (P15917 whole entry, looked up): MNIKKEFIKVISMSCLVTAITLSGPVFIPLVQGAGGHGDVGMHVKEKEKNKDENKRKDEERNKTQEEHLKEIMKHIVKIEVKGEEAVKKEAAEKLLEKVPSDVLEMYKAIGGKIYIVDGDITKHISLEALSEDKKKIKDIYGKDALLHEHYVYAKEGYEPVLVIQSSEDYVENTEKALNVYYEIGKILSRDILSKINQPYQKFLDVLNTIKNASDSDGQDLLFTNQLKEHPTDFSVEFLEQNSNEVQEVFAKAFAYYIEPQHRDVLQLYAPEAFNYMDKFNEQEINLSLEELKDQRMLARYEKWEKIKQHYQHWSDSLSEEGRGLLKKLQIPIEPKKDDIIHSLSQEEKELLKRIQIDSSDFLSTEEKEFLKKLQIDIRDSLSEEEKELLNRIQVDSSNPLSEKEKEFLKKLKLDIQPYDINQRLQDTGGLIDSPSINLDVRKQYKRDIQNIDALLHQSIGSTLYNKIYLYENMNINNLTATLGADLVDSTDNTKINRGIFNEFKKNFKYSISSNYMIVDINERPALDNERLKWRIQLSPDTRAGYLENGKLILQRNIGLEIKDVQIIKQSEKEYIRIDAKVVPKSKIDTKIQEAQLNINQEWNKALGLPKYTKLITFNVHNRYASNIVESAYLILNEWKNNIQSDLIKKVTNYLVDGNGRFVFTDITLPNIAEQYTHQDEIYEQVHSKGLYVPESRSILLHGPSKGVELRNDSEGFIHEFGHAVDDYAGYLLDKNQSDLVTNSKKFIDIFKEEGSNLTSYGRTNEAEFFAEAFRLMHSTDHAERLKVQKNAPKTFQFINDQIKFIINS
PfHsp40 yeast: restores yeast growth despite PfHsp40 toxicity; hit rate 0.68% among 340,000; growth rescue, % at 12.5 µM; AID 504582; S. cerevisiae expressing PfHsp40, growth rescue, ATP luminescence; in the data active = growth rescue above about 28%, passing the limit was not always enough; inconclusive = no clear call, values can overlap the other calls;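 note: yeast W303a lacking pdr1 and pdr3 grown in galactose medium; growth measured after three days at 30 °C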
Mtb FBA inh: inhibitors of M. tuberculosis fructose-bisphosphate aldolase; P9WQA3; purified M. tuberculosis FBA, fluorescence read-out; inhibition, % at 1 µM; hit rate 2.3% among 360,000; AID 588726; in the data active = inhibition above about 27%;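 note: 0% = vehicle and 100% = reference inhibitor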
BoNT-F LC inh: inhibitors of Botulinum neurotoxin F light chain protease; Multiplex microsphere protease cleavage assay, flow cytometry; inhibition, % at 10 µM; AID 588497; hit rate 0.22% among 360,000; in the data active = inhibition above about 35%, passing the limit was not always enough; inconclusive = no clear call, values can overlap the other calls; note: plate controls were buffer without enzyme for full effect and enzyme alone for no effect
GDH-TPI counter: GDH-TPI coupled enzyme inhibition counter-screen; GDH-TPI coupled enzyme counterscreen, NADH absorbance; hit rate 1.2% among 360,000; inhibition, % at 4.8 µM; in the data active = inhibition above about 30%;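 note: 0% = DMSO wells and 100% = wells lacking the enzyme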
BoNT A protease: blocks Botulinum neurotoxin A light chain protease. multiplex microsphere protease substrate cleavage, flow cytometry. inhibition, % at 10 µM. hit rate 0.17% among 360,000; note: plate controls were buffer without enzyme for full effect and enzyme alone for no effect
UGM FP inh: inhibitors of M. tuberculosis UDP-galactopyranose mutase. purified UGM, fluorescence polarization probe displacement. inhibition, % at 10 µM. P9WIQ1. hit rate 0.06% among 320,000. AID 504406; in the data active = inhibition above about 10%, passing the limit was not always enough; inconclusive = no clear call, values can overlap the other calls
FadD28 FP inh: inhibitors of Mycobacterium tuberculosis FadD28 bisubstrate binding | inhibition, % at 12.5 µM | FadD28 bisubstrate probe binding, fluorescence polarization | hit rate 0.22% among 360,000 | AID 588549; in the data active = inhibition above about 8.5%, passing the limit was not always enough; inconclusive = no clear call, values can overlap the other calls
Mtb BioA inh: blocks M. tuberculosis BioA enzyme activity; inhibition, % at 9.99 µM; purified M. tuberculosis BioA enzyme, plate reader; hit rate 0.096% among 360,000; in the data active = inhibition above about 40%; inconclusive = no clear call, values can overlap the other calls
An asterisk follows results filed as active; ? = inconclusive; nt = not tested or not shown. Cut-off read from the data, not from the text of the source, unless noted: active = inhibition above about 30%; inconclusive = no clear call, values can overlap the other calls; inactive = below that.

No.	Molecule	Anthrax LF inh2	PfHsp40 yeast	Mtb FBA inh	BoNT-F LC inh	GDH-TPI counter
1	CC(=O)NCC(c1cccs1)S(=O)(=O)c1ccc(F)cc1 (stereo unspecified)	1	1.6	1	-2	7
2	Cc1ccc(C)c(OC(=O)c2cncc(Br)c2)c1	-1	-1.3	1	11	9
3	Cc1cc(F)ccc1-c1cc(C(=O)N2CCN(c3ccncc3)CC2)[nH]n1	-6	nt	-2	1	1
4	CCOC(=O)C1=C(CC)Nc2ccccc2N=C1NC(=O)c1ccc(S(=O)(=O)N2CCOCC2)cc1	0	0.9	1	-1	2
5	Cc1c(NC(=O)CSc2nccn2C)c(=O)n(-c2ccccc2)n1C	-1	0.5	2	0	5
6	Cn1c(=O)[nH]c2c(Cl)nccc21	3	0.1	3	3	25
7	CN(CC(=O)NC(=O)NCc1ccco1)Cc1nc2ccccc2c(=O)[nH]1	-1	-0.9	-2	0	-8
8	Cc1cccc(NC(=S)NNC(=O)Cc2ccccc2)c1	-3	-1.3	1	1	-2
9	CCCCN(C(=O)/C=C/c1ccco1)c1c(N)n(CCC)c(=O)[nH]c1=O	0	-0.2	-1	-5	3
10	CCc1nnc(NS(=O)(=O)c2ccc(N=Cc3c(C)[nH]n(-c4ccc(C)cc4)c3=O)cc2)s1	-1	-2.2	-1	-5	10

No.	BoNT A protease	UGM FP inh	FadD28 FP inh	Mtb BioA inh
1	-2.1	-0.9	-0.1	-2.0
2	0.8	-0.5	-1.0	-1.3
3	0.1	nt	-3.9	0.5
4	-0.3	1.0	-1.5	nt
5	?	-2.2	0.5	-0.7
6	0.3	2.9	0.6	nt
7	-0.6	1.3	-3.6	0.4
8	-2.4	-1.2	1.1	-0.4
9	-0.9	-3.6	-3.2	-3.0
10	-0.4	-0.7	-1.8	1.9

No.	Molecule	Anthrax LF inh2	PfHsp40 yeast	Mtb FBA inh	BoNT-F LC inh	GDH-TPI counter
11	COc1ccccc1-c1cc(NC(C)=O)c2ncc(-c3ccccc3)n2c1	-8	nt	8	-3	12
12	CCCNC(=O)c1oc2ccc3c(c2c1C)C(O)CC(C)(C)O3 (stereo unspecified)	3	0.2	49*	2	6
13	COC(=O)c1ccc(OCC(O)CN(CC(C)C)CC(C)C)cc1 (stereo unspecified)	-3	-0.8	-2	1	-3
14	O=C(Nc1ccc(Br)cc1)C1CCCN1S(=O)(=O)c1cccs1 (stereo unspecified)	-1	20	4	1	-2
15	CCn1c(SCC(N)=O)nc2cc(S(=O)(=O)N3CCOCC3)ccc21	0	-1.6	-2	-1	-6
16	Cc1ccccc1-c1ccc(Nc2ccc(C(=O)N3CCOCC3)cc2)nn1	3	-0.4	-3	16	7
17	Cc1ccccc1Cn1c(=O)n(CCCC(=O)NCc2ccco2)c(=O)c2sccc21	-1	-0.4	-5	2	17
18	CCOc1ccccc1NC(=O)C(=O)/C=C(\O)c1cc(OC)ccc1OC	-3	0.9	1	-4	15
19	CCN(CC(=O)Nc1c(F)cccc1F)C(=O)CNC(=O)c1cccc(C)c1	-1	1.1	1	?	-1
20	CC(C)Oc1ccc(CCC(=O)N/N=C/c2ccncc2)cc1	-12	nt	1	?	8

No.	BoNT A protease	UGM FP inh	FadD28 FP inh	Mtb BioA inh
11	-0.6	nt	-2.7	-0.2
12	1.3	-1.5	2.0	-1.4
13	-0.6	1.7	-1.0	4.1
14	0.1	-2.1	-4.8	1.3
15	0.2	0.9	-3.5	nt
16	16	0.9	-2.7	9.7
17	-0.2	-0.6	-1.1	5.6
18	0.7	-0.3	-2.7	-0.7
19	-10	2.4	1.3	nt
20	-0.1	0.0	-0.8	2.6

No.	Molecule	Anthrax LF inh2	PfHsp40 yeast	Mtb FBA inh	BoNT-F LC inh	GDH-TPI counter
21	CC(CCc1ccc(O)cc1)NC1C2CC3CC(C2)CC1C3 (stereo unspecified)	0	-1.3	-3	-6	2
22	CCCn1c(N)c(C(=O)CN(C)CC(=O)Nc2cccc(F)c2)c(=O)[nH]c1=O	nt	-0.2	-1	nt	-1
23	CCOc1ccc(C(=O)/C=C/c2ccc(SC)cc2)cc1	-1	0.5	0	-6	10
24	CC(=O)c1c(NCCc2ccccc2)cc(C)oc1=O	-3	0.1	3	3	6
25	O=C(CSc1ccccc1)Nc1nnc(COc2ccc(Cl)cc2)s1	-6	-2.0	-1	5	3
26	CCCC(=O)N1CCN(c2nc3ccccc3s2)CC1	2	0.1	4	0	-3
27	O=[N+]([O-])c1cccc(S(=O)(=O)NCc2ccncc2)c1	0	0.4	0	4	-7
28	CCc1ccc(C2=NN(CCC(=O)NC(C)CCc3ccccc3)C(=O)CC2)cc1 (stereo unspecified)	7	-0.6	4	5	22
29	Cc1nnc(Nc2ccccc2F)s1	-1	1.9	3	-2	-1
30	O=C(CCN1C(=O)C2C3C=CC(C3)C2C1=O)NCCc1ccccc1Cl (stereo unspecified)	-1	1.4	5	-6	4

No.	BoNT A protease	UGM FP inh	FadD28 FP inh	Mtb BioA inh
21	-0.1	-3.0	-4.1	nt
22	nt	-1.1	-22	15
23	1.5	3.0	-1.5	-1.3
24	-0.1	0.2	-2.0	0.8
25	-0.8	1.3	0.3	nt
26	-1.6	0.6	-1.8	-1.4
27	1.7	-1.6	-2.1	0.9
28	0.3	-1.3	-0.9	4.8
29	-0.5	-1.2	-1.1	nt
30	-0.7	1.1	0.6	0.9

Looked up above:
Mtb BioA inh result of O=[N+]([O-])c1cccc(S(=O)(=O)NCc2ccncc2)c1 reads 0.9
Anthrax LF inh2 result of CC(=O)c1c(NCCc2ccccc2)cc(C)oc1=O reads -3
FadD28 FP inh result of CCCn1c(N)c(C(=O)CN(C)CC(=O)Nc2cccc(F)c2)c(=O)[nH]c1=O reads -22

Carrying on:
No.	Molecule	Anthrax LF inh2	PfHsp40 yeast	Mtb FBA inh	BoNT-F LC inh	GDH-TPI counter
31	O=C(NC(=O)c1cccc(OC(F)(F)C(F)F)c1)OC1CCS(=O)(=O)C1 (stereo unspecified)	1	14	2	1	6
32	CCC1(C)Cc2ccccc2-c2nc3n(c(=O)c21)CCCCC3 (stereo unspecified)	-4	1.7	-1	-2	-3
33	Cc1ccc(C)c(NC(=O)Cc2nc(CCl)cs2)c1	0	0.6	0	10	-3
34	Cc1nc(C)c(C(=O)NNS(=O)(=O)c2ccc3ccccc3c2)s1	2	-1.1	1	-6	-5
35	CCN(Cc1ccccc1)C(=O)CN1C(=O)COc2ccc(S(=O)(=O)N3CCCCCC3)cc21	0	0.4	-1	2	-5
36	Cc1ccc(Nc2ccccc2N)cc1	-39	1.3	8	-71	2
37	O=C(N[C@@H](Cc1c[nH]c2ccccc12)C(=O)O)C1CCN(S(=O)(=O)c2ccc(Cl)cc2)CC1	2	0.4	1	3	-10
38	OCCNc1nc(NCc2ccccc2)c2ccccc2n1	nt	-0.8	26	nt	14
39	CC(C)N(C(=O)[C@H]1C[C@H](CC(=O)NCCN2CCOCC2)C(=O)N2CCc3c([nH]c4cc(-c5ccco5)ccc34)[C@]12C)C(C)C	0	-2.2	36*	-4	4
40	COc1ccccc1-n1cnc2c(c1=O)c1nc3ccccc3nc1n2CCc1ccccc1	0	14	6	6	7

No.	BoNT A protease	UGM FP inh	FadD28 FP inh	Mtb BioA inh
31	-0.4	-1.8	-1.5	-0.2
32	-1.4	nt	-4.0	-0.4
33	2.3	-0.5	1.0	-4.6
34	0.1	-0.4	1.1	nt
35	-0.6	3.0	-4.5	0.8
36	1.6	1.8	-4.4	0.9
37	0.1	-0.6	-1.5	2.4
38	nt	-0.3	-3.3	2.0
39	-0.8	nt	-1.1	2.6
40	2.6	0.3	-0.1	nt

No.	Molecule	Anthrax LF inh2	PfHsp40 yeast	Mtb FBA inh	BoNT-F LC inh	GDH-TPI counter
41	O=C(COC(=O)CCCOc1ccc(Cl)cc1Cl)NCc1ccccc1	2	1.5	0	12	-4
42	Cc1cc2c(o1)CC(C)(C)CC2=O	-3	-0.2	5	2	1
43	CC(=O)n1cc([C@@H]2C=C(C(=O)O)O[C@H](OCc3ccc(CO)cc3)C2)c2ccccc21	-2	-2.2	1	8	9
44	Cc1ccc(N(C(=O)c2snc(C(N)=O)c2N)C(C(=O)NC2CCCC2)c2ccncc2)cc1 (stereo unspecified)	4	-1.2	8	6	12
45	CCc1nc(SCC(=O)Nc2nnc(CC)s2)c2c(C)c(C)sc2n1	0	-0.2	3	-14	-7
46	CCn1c(O)c(C=C2N=c3ccccc3=N2)sc1=S	10	-1.3	1	6	6
47	CCOC(=O)CNc1ccc2c(c1)OCO2	-2	0.4	3	-14	2
48	COc1ccc(C(=O)N2CCOC2CNC(=O)C(=O)NCc2ccc(F)cc2)cc1 (stereo unspecified)	-1	-1.2	0	-2	3
49	C=CCn1c(COc2ccc3c(c2)CCCC3)nnc1SCC(=O)Nc1cccc(SC)c1	-12	0.8	-3	-14	0
50	Cc1cccc(NC(=O)CC2SC(=NC3CCCCC3)NC2=O)c1 (stereo unspecified)	0	0.5	2	-4	5

No.	BoNT A protease	UGM FP inh	FadD28 FP inh	Mtb BioA inh
41	4.3	-1.7	0.7	-0.6
42	0.2	-1.2	-3.0	nt
43	0.5	-1.6	-4.1	1.8
44	1.6	-0.5	2.0	-4.9
45	-0.3	1.8	-2.4	-0.1
46	13	-0.4	1.2	nt
47	0.6	12*	0.4	-6.1
48	3.3	2.1	-3.3	-1.9
49	-0.6	-1.8	-1.8	-0.8
50	0.0	-2.1	-4.8	3.0

No.	Molecule	Anthrax LF inh2	PfHsp40 yeast	Mtb FBA inh	BoNT-F LC inh	GDH-TPI counter
51	CN(c1ccc(C(=O)NCCc2ccccc2)cc1)S(C)(=O)=O	0	0.5	-1	0	-2
52	Cc1cc(NC(=O)CSc2nc(-c3ccco3)cc(C(F)(F)F)n2)n(-c2ccccc2)n1	-20	1.8	1	-1	22
53	CC(C)NCC(O)COCCOc1ccc(Br)cc1 (stereo unspecified)	0	0.6	2	1	5
54	O=C(Nc1cccc(NC(=O)c2c(F)cccc2F)n1)c1c(F)cccc1F	0	11	0	-1	-2
55	O=C(c1ccc(Cl)c(S(=O)(=O)N2CCOCC2)c1)N1CCN(c2ccccc2)CC1	0	0.9	1	1	-10
56	CC12CCC(C(=O)N(NC(=O)c3ccccc3Cl)C1=O)C2(C)C (stereo unspecified)	1	-2.3	0	1	1

No.	BoNT A protease	UGM FP inh	FadD28 FP inh	Mtb BioA inh
51	1.8	-1.1	-2.5	-0.2
52	-0.6	2.7	1.9	nt
53	-0.1	-2.3	-4.5	nt
54	1.4	3.8	-1.7	nt
55	-0.2	0.5	-3.0	-0.7
56	0.6	-2.3	-3.0	-1.6

Rows were taken by chance. About 4.7% of those tested had a hit in this group.
